SR-BI DiI inh: mouse SR-BI HDL lipid transfer inhibition; Q61009; ldlA[mSR-BI] CHO cells, DiI-HDL uptake fluorescence, 3 h; inhibition, % at 12.5 µM; 320,000 tested, 0.96% active; AID 488896;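 active = mean replicate inhibition of at least 70% and a set share of replicates each scoring 70 or more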;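 note: 0% = median of neutral control wells and 100% = median of positive control wells; values of inactives mirror those of a sister screen read the other way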
Target sequence (Q61009 whole entry, looked up): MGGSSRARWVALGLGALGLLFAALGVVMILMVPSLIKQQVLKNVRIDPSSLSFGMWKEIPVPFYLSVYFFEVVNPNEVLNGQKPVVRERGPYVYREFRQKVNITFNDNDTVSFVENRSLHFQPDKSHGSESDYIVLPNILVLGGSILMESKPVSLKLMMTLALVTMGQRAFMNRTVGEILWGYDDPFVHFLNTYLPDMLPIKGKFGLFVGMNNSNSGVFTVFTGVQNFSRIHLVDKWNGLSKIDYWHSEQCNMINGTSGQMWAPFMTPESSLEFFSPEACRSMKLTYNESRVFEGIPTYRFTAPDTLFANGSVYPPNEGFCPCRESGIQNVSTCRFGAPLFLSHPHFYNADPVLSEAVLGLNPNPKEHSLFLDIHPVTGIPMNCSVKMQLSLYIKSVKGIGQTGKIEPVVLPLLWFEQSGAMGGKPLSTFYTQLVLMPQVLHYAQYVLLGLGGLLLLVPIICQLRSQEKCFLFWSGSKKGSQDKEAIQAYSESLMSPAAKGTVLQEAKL
CDK5 p35 inh: inhibitors of human CDK5/p35 kinase; Q00535+Q15078; Recombinant CDK5/p35, ADP-Glo luminescence, 60 min; inhibition, % at 10 µM; 330,000 tested, 0.01% active; AID 488839;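 active = highest replicate inhibition of at least 50% and at least 75% of replicates reaching 50%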;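 note: plate controls were DMSO neutral control for no effect and GW8510 at 10 µM for full effect; many of its hits are not listed in these tables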
Wnt bcat act: activators of Wnt/beta-catenin signaling; Wnt/beta-catenin reporter cell assay, activator, plate reader; activation, % at 9.35 µM; 300,000 tested, 1.2% active; in the data active = activation above about 30%, passing the limit was not always enough;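 note: 0% = neutral control wells and 100% = positive control wells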
PvdQ inh: P. aeruginosa PvdQ acylase inhibition | 340,000 tested, 0.063% active | AID 488965 | inhibition, % at 10 µM | purified PvdQ acylase, fluorescence plate reader; in the data active = inhibition above about 30%, passing the limit was not always enough;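 note: 0% = vehicle neutral wells and 100% = reference inhibitor wells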
Rtt109 Vps75: C. albicans Rtt109 histone acetyltransferase inhibition; 330,000 tested, 0.16% active; Q5AAJ8; inhibition, % at 34.9 µM; purified Rtt109/Vps75, ThioGlo CoA-SH fluorescence, 4 h;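 active = inhibition of at least 50% in every replicate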
cardiac RTF act: increases calcium sensitivity of human cardiac regulated thin filaments | P19429+P45379 | IANBD-labeled TnC RTF fluorescence at EC20 calcium; 0% EC20 calcium, 100% full calcium | activation, % at 7.2 µM | 340,000 tested, 0.24% active | AID 493008;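 active = activation above the mean over all tested compounds plus 3 SD, cut at about 30% in these data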;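 note: rise in fluorescence read as greater calcium sensitivity of cardiac thin filaments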
SR-BI uptake up: SR-BI HDL lipid transfer activation; AID 504775; activation, % at 12.5 µM; CHO ldlA[mSR-BI] cells, DiI-HDL uptake fluorescence, 3 h; 100 = double the neutral-control signal; 320,000 tested, 0.096% active;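 active = mean replicate activation of at least 60% and every replicate at or above 60%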;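 note: 0% = median plate neutral-control signal and 100% = twice that signal; values of inactives mirror those of a sister screen read the other way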
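Test system: SR-BI-overexpressing, LDLR-lacking CHO cells. Measured by: DiI fluorescence, bottom read. Medium: Ham's F12 with 0.5% BSA, HEPES 25 mM, pH 7.4. Timing: 3 h uptake period with compound, 37 °C.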
dFosB activator: enhances mouse delta FosB homodimer DNA binding; AID 493131; 340,000 tested, 0.99% active; P13346; activation, % at 25 µM; purified delta FosB, TAMRA-CDK5 oligo fluorescence polarization; percent of positive-control signal above neutral wells;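 active = mean activation above about 17%, with every replicate also reaching it, limit read from the data, passing the limit was not always enough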;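 note: fluorescence polarization rise as delta FosB binds a TAMRA Cdk5 AP-1 oligo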
Target sequence (P13346 whole entry, looked up): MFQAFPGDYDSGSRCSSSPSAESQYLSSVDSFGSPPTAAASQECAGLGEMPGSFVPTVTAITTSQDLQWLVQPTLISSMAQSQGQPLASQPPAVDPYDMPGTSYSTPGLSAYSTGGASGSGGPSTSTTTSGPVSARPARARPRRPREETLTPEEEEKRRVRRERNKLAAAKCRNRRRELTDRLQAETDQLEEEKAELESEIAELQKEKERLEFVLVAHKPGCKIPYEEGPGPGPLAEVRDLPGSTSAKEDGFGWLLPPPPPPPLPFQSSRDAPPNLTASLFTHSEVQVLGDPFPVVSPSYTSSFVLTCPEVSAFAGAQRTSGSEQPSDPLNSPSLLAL
HTR5A ag: HTR5A agonism, opioid heterodimer counter-screen; HTR5A agonist assay, luminescence, cell-based; 340,000 tested, 0.61% active; activation, % at 9.3 µM; P47898; in the data active = activation mostly above about 9.5%, no sharp cut-off; inactive = mostly below about 7.6%;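 note: 0% = cells with vehicle only and 100% = reference agonist; strong numbers were not always called active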
MITF act: MITF TRPM1 promoter activation in melanoma cells. SK-MEL-5 TRPM1-promoter luciferase, 24 h; % of positive control, neutral wells = 0. activation, % at 12.5 µM. 300,000 tested, 0.75% active. AID 588334;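 active = mean activation of at least 80% with every replicate also reaching 80%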;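 note: 0% = neutral control wells and 100% = parthenolide positive control wells; values of inactives mirror those of a sister screen read the other way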
* hit, by the source's call.

Results for COc1cc(O)c(C(CCN2CCCC2)c2ccc3c(c2)OCO3)c(OC)c1 (stereo not drawn) ?
SR-BI DiI inh: -14; CDK5 p35 inh: 0.6; Wnt bcat act: -1; PvdQ inh: -14; Rtt109 Vps75: 3; cardiac RTF act: 2; SR-BI uptake up: 14; dFosB activator: -3; HTR5A ag: 5; MITF act: 25

Results for Cc1ccc(C)c(Cn2ncc3ccccc32)c1 ?
SR-BI DiI inh: 1; CDK5 p35 inh: 1.3; Wnt bcat act: 2; PvdQ inh: 3; Rtt109 Vps75: 4; cardiac RTF act: -10; SR-BI uptake up: -1; dFosB activator: 14; HTR5A ag: 5; MITF act: 1

How did c1cc(Nc2ncnc3sccc23)cc(-c2nnc3n2CCCCC3)c1 do in these assays?
SR-BI DiI inh: -5; CDK5 p35 inh: 0.6; PvdQ inh: -9; Rtt109 Vps75: 4; cardiac RTF act: -8; SR-BI uptake up: 5; dFosB activator: -10; HTR5A ag: 0; MITF act: -11

How did Cn1cnc([N+](=O)[O-])c1NC(C)(C)C do in these assays?
SR-BI DiI inh: -8; CDK5 p35 inh: -1.2; PvdQ inh: -5; Rtt109 Vps75: -5; cardiac RTF act: -6; SR-BI uptake up: 8; dFosB activator: 1; HTR5A ag: 2; MITF act: 9

How did CCn1nnnc1-c1ccc(OC)c(S(=O)(=O)NCCc2ccccc2)c1 do in these assays?
SR-BI DiI inh: -5; CDK5 p35 inh: 0.3; PvdQ inh: -16; Rtt109 Vps75: 4; cardiac RTF act: 1; SR-BI uptake up: 5; dFosB activator: -3; HTR5A ag: 0; MITF act: -10

What do the screens show for `COC(=O)c1cc(C(=O)OCC(=O)NC(=O)c2ccccc2)cc([N+](=O)[O-])c1`?
SR-BI DiI inh: -10; CDK5 p35 inh: 0.8; Wnt bcat act: -1; PvdQ inh: -7; Rtt109 Vps75: 2; cardiac RTF act: 1; SR-BI uptake up: 10; dFosB activator: 1; HTR5A ag: -1; MITF act: 1

How did Cc1cccc(C(=O)Nc2sc3c(c2C(=O)O)CCCC3)c1 do in these assays?
SR-BI DiI inh: 13; CDK5 p35 inh: 1.3; Wnt bcat act: 9; PvdQ inh: -7; Rtt109 Vps75: 7; cardiac RTF act: 0; SR-BI uptake up: -13; dFosB activator: 3; HTR5A ag: 2; MITF act: -7

What do the screens show for `COc1ccc(OCCCC(=O)Nc2cccc([N+](=O)[O-])c2)cc1`?
SR-BI DiI inh: 0; CDK5 p35 inh: 0.5; PvdQ inh: -9; Rtt109 Vps75: 4; cardiac RTF act: -7; SR-BI uptake up: 0; dFosB activator: 1; HTR5A ag: 3; MITF act: 14

What do the screens show for `Cc1nn(Cc2ccccc2)c2c1C(c1ccc(Cl)cc1)C(C#N)=C(N)O2` (stereo not drawn)?
SR-BI DiI inh: -9; CDK5 p35 inh: 1.1; PvdQ inh: 6; Rtt109 Vps75: -2; cardiac RTF act: 6; SR-BI uptake up: 9; dFosB activator: -2; HTR5A ag: -4; MITF act: -4

How did OCCCNC(=S)Nc1ccc2nccnc2c1 do in these assays?
SR-BI DiI inh: -9; CDK5 p35 inh: -2.1; Wnt bcat act: 1; PvdQ inh: -4; Rtt109 Vps75: -36; cardiac RTF act: 5; SR-BI uptake up: 9; dFosB activator: -8; HTR5A ag: 2

What do the screens show for `Cc1cc(C)n(-c2ccc(C)c(Cl)c2)n1`?
SR-BI DiI inh: -18; CDK5 p35 inh: -0.1; Wnt bcat act: 1; PvdQ inh: -8; Rtt109 Vps75: 3; cardiac RTF act: 7; SR-BI uptake up: 18; dFosB activator: -6; HTR5A ag: 4; MITF act: 3

Results for COc1ccc(S(=O)(=O)CCC(=O)N2CCN(c3ccc(F)cc3)CC2)cc1 ?
SR-BI DiI inh: -21; CDK5 p35 inh: -0.3; Wnt bcat act: 0; PvdQ inh: -15; Rtt109 Vps75: -2; cardiac RTF act: 4; SR-BI uptake up: 21; dFosB activator: -1; HTR5A ag: -2; MITF act: 14

Results for O=C(NCc1ccc(F)cc1)C1CCCN(c2nc3ccsc3c(=O)s2)C1 (stereo not drawn) ?
CDK5 p35 inh: -0.2; Wnt bcat act: 0; PvdQ inh: -11; Rtt109 Vps75: -16; cardiac RTF act: -5; dFosB activator: 75*; HTR5A ag: -2; MITF act: 0

How did COc1ccc(NC(=O)NCc2ccncc2)cc1 do in these assays?
SR-BI DiI inh: -12; CDK5 p35 inh: 0.1; Wnt bcat act: -2; PvdQ inh: -10; Rtt109 Vps75: 1; cardiac RTF act: -2; SR-BI uptake up: 12; dFosB activator: -2; HTR5A ag: 0; MITF act: -5

What do the screens show for `Cc1nc2ccccc2c(=O)n1NC(=O)C1CC1C` (stereo not drawn)?
CDK5 p35 inh: -0.4; Wnt bcat act: 0; PvdQ inh: -10; Rtt109 Vps75: 1; cardiac RTF act: 5; dFosB activator: -3; HTR5A ag: -6; MITF act: -13

Ordered by number of heavy atoms (rising): some entries from above
What do the screens show for `Cc1cc(C)n(-c2ccc(C)c(Cl)c2)n1`?
SR-BI DiI inh: -18; CDK5 p35 inh: -0.1; Wnt bcat act: 1; PvdQ inh: -8; Rtt109 Vps75: 3; cardiac RTF act: 7; SR-BI uptake up: 18; dFosB activator: -6; HTR5A ag: 4; MITF act: 3

How did OCCCNC(=S)Nc1ccc2nccnc2c1 do in these assays?
SR-BI DiI inh: -9; CDK5 p35 inh: -2.1; Wnt bcat act: 1; PvdQ inh: -4; Rtt109 Vps75: -36; cardiac RTF act: 5; SR-BI uptake up: 9; dFosB activator: -8; HTR5A ag: 2

Results for O=C(NCc1ccc(F)cc1)C1CCCN(c2nc3ccsc3c(=O)s2)C1 (stereo not drawn) ?
CDK5 p35 inh: -0.2; Wnt bcat act: 0; PvdQ inh: -11; Rtt109 Vps75: -16; cardiac RTF act: -5; dFosB activator: 75*; HTR5A ag: -2; MITF act: 0

Results for COc1cc(O)c(C(CCN2CCCC2)c2ccc3c(c2)OCO3)c(OC)c1 (stereo not drawn) ?
SR-BI DiI inh: -14; CDK5 p35 inh: 0.6; Wnt bcat act: -1; PvdQ inh: -14; Rtt109 Vps75: 3; cardiac RTF act: 2; SR-BI uptake up: 14; dFosB activator: -3; HTR5A ag: 5; MITF act: 25

The listing continues:
How did CC(=O)N(CCCCl)C(C#N)c1ccccc1 (stereo not drawn) do in these assays?
SR-BI DiI inh: -3; CDK5 p35 inh: -1.4; Wnt bcat act: -3; PvdQ inh: 3; Rtt109 Vps75: 1; cardiac RTF act: -3; SR-BI uptake up: 3; dFosB activator: -1; HTR5A ag: 3; MITF act: -4

Results for CCn1c(CNc2ccc(F)cc2)nnc1SCC(=O)Nc1ccc(OC)cc1 ?
SR-BI DiI inh: -18; CDK5 p35 inh: -0.5; Wnt bcat act: 5; PvdQ inh: -15; Rtt109 Vps75: 6; cardiac RTF act: 8; SR-BI uptake up: 18; dFosB activator: -6; HTR5A ag: 4; MITF act: -16

How did CCOc1ncccc1C(=O)OCC(=O)Nc1cc(S(=O)(=O)N(CC)CC)ccc1C do in these assays?
SR-BI DiI inh: 33; CDK5 p35 inh: 1.0; Wnt bcat act: 2; PvdQ inh: -7; Rtt109 Vps75: 8; cardiac RTF act: 1; SR-BI uptake up: -33; dFosB activator: -13; HTR5A ag: 1; MITF act: -3

Results for CCCn1c(SCC(=O)N(C)C2CCS(=O)(=O)C2)nc2sc3c(c2c1=O)CCC3 (stereo not drawn) ?
SR-BI DiI inh: 0; CDK5 p35 inh: 1.6; Wnt bcat act: -2; PvdQ inh: 0; Rtt109 Vps75: 2; cardiac RTF act: 3; SR-BI uptake up: 0; dFosB activator: -13; HTR5A ag: 0; MITF act: -6

What do the screens show for `O=C(O)CCCCCN1C(=O)C(=O)/C(=C(/O)c2ccccc2)C1c1ccccc1` (stereo not drawn)?
SR-BI DiI inh: -5; CDK5 p35 inh: -0.1; Wnt bcat act: 0; PvdQ inh: -9; Rtt109 Vps75: 3; cardiac RTF act: 1; SR-BI uptake up: 17; dFosB activator: 5; HTR5A ag: -1; MITF act: 0

Results for CC(=O)c1ccc(N2CCN(C(=O)c3n[nH]c4ccccc34)CC2)cc1 ?
SR-BI DiI inh: 13; CDK5 p35 inh: 2.2; Wnt bcat act: 0; PvdQ inh: 17; Rtt109 Vps75: 2; cardiac RTF act: -1; SR-BI uptake up: -13; dFosB activator: -10; HTR5A ag: 4; MITF act: -7

Results for CCCCON1C(=O)c2cccc3cccc(c23)C1=O ?
SR-BI DiI inh: 27; CDK5 p35 inh: -0.6; Wnt bcat act: 8; PvdQ inh: -13; Rtt109 Vps75: 7; cardiac RTF act: -5; SR-BI uptake up: -27; dFosB activator: 1; HTR5A ag: 2

How did Cc1ccc(N(C(=O)c2csnn2)C(C(=O)NC2CCCC2)c2ccccn2)cc1 (stereo not drawn) do in these assays?
CDK5 p35 inh: -0.2; Wnt bcat act: 0; PvdQ inh: -13; Rtt109 Vps75: -7; cardiac RTF act: 0; dFosB activator: -6; HTR5A ag: 0

Results for COc1ccc(NC(=O)CCC(=O)NCCO)cc1 ?
SR-BI DiI inh: -10; CDK5 p35 inh: -3.5; Wnt bcat act: -4; PvdQ inh: -11; Rtt109 Vps75: -8; cardiac RTF act: 11; SR-BI uptake up: 10; dFosB activator: -1; HTR5A ag: 1; MITF act: 15

Results for CCc1nc(N)nc(N)c1-c1ccc(NCCN)c([N+](=O)[O-])c1 ?
SR-BI DiI inh: -10; CDK5 p35 inh: 2.0; Wnt bcat act: -4; PvdQ inh: 5; Rtt109 Vps75: 4; cardiac RTF act: 4; SR-BI uptake up: 10; dFosB activator: 6; HTR5A ag: 4; MITF act: -14

How did CCOc1ccc(S(=O)(=O)NCCC(=O)NCCc2ccc(OCC)c(OCC)c2)cc1 do in these assays?
SR-BI DiI inh: 44; CDK5 p35 inh: -0.6; Wnt bcat act: -1; PvdQ inh: -11; Rtt109 Vps75: -1; cardiac RTF act: 0; SR-BI uptake up: -44; dFosB activator: -7; HTR5A ag: 0; MITF act: 7

How did O=C(NCc1ccccc1F)c1cccc(S(=O)(=O)NCc2ccccc2)c1 do in these assays?
SR-BI DiI inh: 2; CDK5 p35 inh: -1.7; Wnt bcat act: 0; PvdQ inh: -11; Rtt109 Vps75: -6; cardiac RTF act: -3; SR-BI uptake up: -2; dFosB activator: -3; HTR5A ag: 4; MITF act: 14

How did Cc1ccc(NC(=O)CN2C(=O)CSc3ccc(S(=O)(=O)N4CCCCC4)cc32)cc1 do in these assays?
SR-BI DiI inh: -5; CDK5 p35 inh: 0.7; Wnt bcat act: -2; PvdQ inh: -2; Rtt109 Vps75: 15; cardiac RTF act: 0; SR-BI uptake up: 5; dFosB activator: -2; HTR5A ag: 0; MITF act: -8
